CCR6 antagonist = CCR6 (human) receptor antagonism. P51684. CHO-K1 CCR6 PathHunter beta-arrestin, luminescence, CCL20-stimulated. inhibition, % at 20 µM. 0.49% of 340,000 active;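 active = compounds whose inhibition of the agonist-driven luminescence signal at 20 µM reaches about 50%, limit read from the data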;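 note: cells stimulated with CCL20 at 14 nM final; plate controls were DMSO with CCL20 for no effect and DMSO without agonist for full effect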
Target sequence (P51684 whole entry, looked up): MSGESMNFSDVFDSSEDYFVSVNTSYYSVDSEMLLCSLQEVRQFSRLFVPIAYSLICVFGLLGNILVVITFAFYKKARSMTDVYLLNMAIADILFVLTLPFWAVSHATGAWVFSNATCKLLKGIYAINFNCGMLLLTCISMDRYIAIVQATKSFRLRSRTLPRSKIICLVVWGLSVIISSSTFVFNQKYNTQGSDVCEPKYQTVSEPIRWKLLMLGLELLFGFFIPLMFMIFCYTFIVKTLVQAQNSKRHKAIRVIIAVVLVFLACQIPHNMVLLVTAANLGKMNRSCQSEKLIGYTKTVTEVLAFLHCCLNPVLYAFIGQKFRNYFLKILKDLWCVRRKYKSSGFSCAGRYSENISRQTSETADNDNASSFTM
EBI2 antag = antagonists of human EBI2 receptor | EBI2 beta-arrestin recruitment, luminescence, 7a,25-OHC stimulated | inhibition, % at 5 µM | 0.81% of 360,000 active; in the data active = inhibition above about 38%;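 note: enzyme fragment complementation signal reports receptor beta-arrestin coupling in cells; 0% = agonist plus DMSO wells and 100% = wells without agonist; some results beyond the cut were filed as inactive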
Target sequence (P32249 whole entry, looked up, the tested form may be a part): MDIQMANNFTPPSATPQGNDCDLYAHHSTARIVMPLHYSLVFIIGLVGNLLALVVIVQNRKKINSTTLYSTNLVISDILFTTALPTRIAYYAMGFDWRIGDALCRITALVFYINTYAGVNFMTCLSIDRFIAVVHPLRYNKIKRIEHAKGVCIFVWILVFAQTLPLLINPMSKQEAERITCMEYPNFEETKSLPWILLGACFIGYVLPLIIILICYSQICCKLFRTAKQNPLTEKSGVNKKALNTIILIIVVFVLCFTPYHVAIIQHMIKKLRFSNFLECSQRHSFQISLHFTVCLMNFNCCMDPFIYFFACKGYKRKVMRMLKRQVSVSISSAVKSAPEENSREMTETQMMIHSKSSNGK
Gli-Sufu antag = Gli-Sufu pathway antagonism; 0.74% of 340,000 active; Sufu-KO-LIGHT fibroblasts, Gli luciferase reporter luminescence; inhibition, % at 5 µM;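 active = inhibition above about 55%, limit read from the data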;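 note: 0% = DMSO-treated cells and 100% = wells with medium but no cells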
Jurkat NFkB inh = lowers PMA/ionomycin-induced NF-kB signal in Jurkat cells; PMA/ionomycin-induced NF-kB luciferase reporter, luminescence; inhibition, % at 4 µM; 0.53% of 330,000 active; AID 435003; in the data active = inhibition above about 50%
UBC13 inh = inhibitors of human UBC13 polyubiquitin chain formation; P61088; inhibition, % at 20 µM; TR-FRET; 0.47% of 330,000 active; AID 485273; in the data active = inhibition above about 45%, passing the limit was not always enough
Target sequence (P61088 whole entry, looked up): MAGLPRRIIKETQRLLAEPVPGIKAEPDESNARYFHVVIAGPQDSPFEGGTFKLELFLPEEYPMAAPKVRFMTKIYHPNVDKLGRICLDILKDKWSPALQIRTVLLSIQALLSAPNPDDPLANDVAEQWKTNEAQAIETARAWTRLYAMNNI
697 NFkB inh = lowers PMA/ionomycin-induced NF-kB signal in 697 B cells | AID 435022 | inhibition, % at 4 µM | 697 B-cell NF-kB luciferase reporter, 16 h | 0.33% of 330,000 active; in the data active = inhibition above about 35%
APJ antagonist = APJ receptor antagonism; inhibition, % at 20 µM; 0.32% of 330,000 active; AID 2521; CHO-K1 APJ beta-arrestin complementation, luminescence;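 active = inhibition above about 40% at 20 µM, limit read from the data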;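 note: cells challenged with 10 nM apelin-13 agonist together with compound; plate controls were apelin-13 plus DMSO wells for no effect and DMSO wells lacking apelin-13 for full effect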
CXCR6 inh = CXCR6 (human) receptor inhibition; O00574; CHO-K1 PathHunter CXCR6 beta-arrestin, luminescence; inhibition, % at 20 µM; 0.36% of 360,000 active; in the data active = inhibition above about 34%, passing the limit was not always enough;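 note: antagonist mode with CXCL16 agonist at 10 nM final; 0% = 10 nM CXCL16 with DMSO and 100% = unstimulated wells without agonist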
Numbers without * were called inactive; x = not tested or not shown.

Second line of a record: CCR6 antagonist | EBI2 antag | Gli-Sufu antag | Jurkat NFkB inh | UBC13 inh | 697 NFkB inh | APJ antagonist | CXCR6 inh
CSc1ncccc1C(=O)OCC(=O)Nc1ccc(Cl)cn1
→ 10 | -4 | 1 | -74 | 8 | 14 | 0 | 0
COc1ccc2oc(C(=O)Nc3ccccc3N3CCOCC3)c(C)c2c1
→ 6 | 21 | -32 | -9 | 24 | -34 | 3 | -2
COc1cc(C(=O)Nc2sc(C(=O)N3CCOCC3)c(C)c2C#N)cc(OC)c1OC
→ 4 | 4 | -2 | 1 | 2 | 27 | 6 | 16
COc1ccc(OCC(=O)NNC(=O)c2ccccc2OCc2c(C)noc2C)cc1
→ 3 | -6 | -6 | -4 | -5 | -9 | -5 | 4
CCC(=O)N1CCN(c2ccc(NC(=S)NC(=O)c3cc4ccccc4o3)cc2)CC1
→ 16 | -3 | 20 | 12 | -8 | -18 | 2 | 9
CC(=O)N1CCN=C1SCc1cccc(Cl)c1
→ -10 | 6 | 1 | 9 | 0 | 5 | 30 | 2
CCc1ccc(-c2nc(CS(=O)CC(=O)NC3CCCCCC3)c(C)o2)cc1 (centres undefined)
→ 12 | 0 | 3 | 0 | 2 | 7 | -7 | -14
COc1ccc(N2C(=O)CC(N(Cc3ccco3)C(=O)CCC(=O)O)C2=O)cc1 (centres undefined)
→ -3 | -1 | -12 | -5 | 6 | 20 | 7 | -2
CCOC(=O)N1CCN(Cc2ccccc2Cl)CC1
→ -9 | -12 | 8 | 13 | 14 | -3 | -7 | 4
CCOC(=O)C(=O)NNc1ccc(C)cc1
→ 8 | -3 | -3 | 17 | 3 | 4 | 8 | -13
CS(=O)(=O)N1CCCC(C(=O)c2cccc(Cl)c2)C1 (centres undefined)
→ 12 | -2 | 2 | 0 | 0 | 5 | 6 | -4
O=C(NCc1ccco1)NCC(F)(F)F
→ 8 | 0 | 0 | -2 | -3 | -6 | 9 | 1
CC(NC(=O)c1cc(=O)[nH]c2ccccc12)c1ccc(F)cc1F (centres undefined)
→ 0 | 2 | 0 | -8 | -3 | -24 | 4 | 0
CCOc1ccc(N(CC(=O)Nc2ccc(C)c(C)c2)S(=O)(=O)c2c(C)noc2C)cc1
→ 7 | 23 | 12 | 12 | 4 | -17 | 8 | 1
Cc1ccc(-c2nn(-c3ccc(F)cc3)cc2C(=O)N(C)CC(=O)Nc2ccc(N3CCOCC3)cc2)cc1
→ 7 | 12 | 10 | -13 | -1 | -2 | -2 | 0
CN(C(=O)CSc1nc2cc(Cl)ccc2c(=O)n1Cc1ccco1)C1CCS(=O)(=O)C1 (centres undefined)
→ 4 | -8 | 10 | -8 | -17 | -26 | 4 | 7
O=C(COC(=O)/C=C/c1ccc(F)cc1)Nc1ccccc1-c1ccccc1
→ 8 | 0 | -1 | 13 | 6 | 14 | 13 | 3
Cc1noc(C)c1C(=O)N1CCC2(CC1)Oc1ccc(F)cc1C(=O)C21CC(c2ccc(Cl)cc2)=NO1 (centres undefined)
→ 21 | 42 | -7 | 21 | -19 | 20 | 24 | 6
CCCCCCCCNc1nc(Cl)nc(NCc2ccco2)n1
→ 17 | -3 | -8 | 0 | -8 | -12 | -5 | -8
CN1CCN(S(=O)(=O)c2cc(Cl)c(Cl)cc2Cl)CC1
→ 4 | -3 | -12 | -15 | -4 | -13 | 1 | -1

Four compounds from above, ordered by molecular weight, lowest first.
Second line of a record: CCR6 antagonist | EBI2 antag | Gli-Sufu antag | Jurkat NFkB inh | UBC13 inh | 697 NFkB inh | APJ antagonist | CXCR6 inh
CCOC(=O)N1CCN(Cc2ccccc2Cl)CC1
→ -9 | -12 | 8 | 13 | 14 | -3 | -7 | 4
CS(=O)(=O)N1CCCC(C(=O)c2cccc(Cl)c2)C1 (centres undefined)
→ 12 | -2 | 2 | 0 | 0 | 5 | 6 | -4
O=C(COC(=O)/C=C/c1ccc(F)cc1)Nc1ccccc1-c1ccccc1
→ 8 | 0 | -1 | 13 | 6 | 14 | 13 | 3
Cc1ccc(-c2nn(-c3ccc(F)cc3)cc2C(=O)N(C)CC(=O)Nc2ccc(N3CCOCC3)cc2)cc1
→ 7 | 12 | 10 | -13 | -1 | -2 | -2 | 0

Next part:
Second line of a record: CCR6 antagonist | EBI2 antag | Gli-Sufu antag | Jurkat NFkB inh | UBC13 inh | 697 NFkB inh | APJ antagonist | CXCR6 inh
Cc1nn(CC(=O)c2cccc(Cl)c2)c(C)c1[N+](=O)[O-]
→ -6 | 3 | 2 | -25 | -12 | -19 | -27 | 4
Cc1ccccc1NC(=O)Cn1nnc(S(=O)(=O)c2ccc(C(C)(C)C)cc2)c1N
→ 8 | -3 | 17 | -4 | -2 | -2 | 17 | 1
C[C@H](CO)N1C[C@H](C)[C@@H](CN(C)S(=O)(=O)c2ccc(F)cc2)Oc2ccc(NS(=O)(=O)c3ccccc3)cc2C1=O
→ 2 | -3 | 26 | 20 | 10 | 3 | 11 | -2
CCc1c(C)c(C#N)c2nc3ccccc3n2c1NCc1ccco1
→ -11 | -8 | 8 | -9 | -5 | -8 | 7 | 2
COc1ccc(NC(=O)CN(c2ccc(OC)c(Cl)c2)S(=O)(=O)c2ccccc2)cc1
→ 10 | 9 | -1 | -3 | 5 | 13 | 13 | 10
C=CCn1c(Sc2nncn2C)nc2c1c(=O)[nH]c(=O)n2C
→ -1 | -17 | 3 | 10 | 0 | 7 | -1 | -1
CC(C)OCCCN1CN(S(=O)(=O)c2cccc(Cl)c2)c2nc3ccccc3nc21
→ 8 | 2 | 1 | -17 | -4 | 8 | 16 | -13
CCn1c(COc2ccc(C)cc2)nnc1SCC(=O)C(C)(C)C
→ 14 | -6 | 9 | -1 | 5 | -5 | 0 | -1
CC1CCN(c2nc3c(c(=O)n(C)c(=O)n3C)n2Cc2ccccc2)CC1
→ 15 | 5 | 16 | 11 | 15 | 1 | 26 | -1
CCOCC(=O)N1CCN(Cc2ccc3c(c2)OCO3)CC1
→ 13 | -3 | -16 | 10 | 5 | -3 | 4 | -2
Cc1ccc(C(=O)N2CCCN(c3nc4cc5c(cc4cc3C#N)OCO5)CC2)cc1
→ 1 | -3 | 18 | -23 | -26 | -35 | -2 | -1
CCCCCCCC(=O)N/N=C/c1ccncc1
→ 9 | 3 | 5 | 3 | 2 | -4 | 5 | -8
COc1ccc(OC)c(N2C(=O)C(Cl)=C(N3CCOCC3)C2=O)c1
→ -3 | 3 | 13 | 12 | 8 | 11 | -8 | 2
Cc1cc(F)ccc1NC(=O)c1cc(S(=O)(=O)N2CCOCC2)cn1C
→ 6 | -4 | 5 | 1 | 3 | 14 | 13 | -4
CC(C)(C)C(=O)Nc1ccc(-c2nnc3n2CCCCC3)cc1
→ -6 | -10 | 10 | 9 | 0 | 9 | 0 | -6
CNC[C@H]1Oc2c(NS(=O)(=O)c3ccccc3)cccc2C(=O)N([C@H](C)CO)C[C@@H]1C
→ -2 | -15 | -9 | -11 | -12 | -2 | -5 | -4
Cc1cccc(C(C#N)c2nc3ccccc3nc2C(F)(F)F)c1 (centres undefined)
→ -2 | 0 | -7 | -1 | -7 | -11 | -11 | -9
CCC(=O)Nc1nnc(CCc2ccccc2)s1
→ -6 | -2 | 15 | 0 | -9 | -16 | 4 | 4
O=C1OCCC1Sc1nnc(-c2cccs2)n1Cc1ccccc1 (centres undefined)
→ 3 | -5 | 5 | 2 | -2 | 14 | 3 | -6
Cc1cc(=O)[nH]c(N/N=C/C2=C(N3CCOCC3)C(=C\c3ccc(Cl)cc3)/CC2)n1
→ 29 | -5 | -3 | 14 | -32 | -17 | 10 | 4

Two successive entries already listed, quoted:
Second line of a record: CCR6 antagonist | EBI2 antag | Gli-Sufu antag | Jurkat NFkB inh | UBC13 inh | 697 NFkB inh | APJ antagonist | CXCR6 inh
CSc1ncccc1C(=O)OCC(=O)Nc1ccc(Cl)cn1
→ 10 | -4 | 1 | -74 | 8 | 14 | 0 | 0
COc1ccc2oc(C(=O)Nc3ccccc3N3CCOCC3)c(C)c2c1
→ 6 | 21 | -32 | -9 | 24 | -34 | 3 | -2

New compounds follow:
Second line of a record: CCR6 antagonist | EBI2 antag | Gli-Sufu antag | Jurkat NFkB inh | UBC13 inh | 697 NFkB inh | APJ antagonist | CXCR6 inh
Cc1cccc(N2CCN(C(=O)c3ccc(S(=O)(=O)N(C)c4ccccc4)cc3)CC2)c1C
→ 10 | 26 | -3 | 58* | 8 | -39 | -4 | 12
O=C(Nc1cc(N2CCOCC2)ncn1)NC1(C(F)(F)F)Oc2ccccc2O1
→ 3 | -7 | 14 | 6 | 0 | -18 | -16 | -4
O/N=C1\CCCc2ccccc21
→ 9 | 0 | -2 | -18 | 1 | -23 | -1 | -5
CN(Cc1ccccc1)c1nc2nonc2nc1N1CCCC(CN2CCCC2=O)C1 (centres undefined)
→ 6 | -7 | 12 | 0 | 20 | 8 | 2 | 4
Cc1ccc2nc(-c3ccc(NC(=O)COC(=O)c4ccco4)cc3)sc2c1
→ -2 | -6 | -39 | -115 | 4 | -37 | -1 | -1
O=C(c1ccccc1Br)N1CCN(c2ccc([N+](=O)[O-])c(N3CCOCC3)c2)CC1
→ 10 | -6 | 15 | -4 | -39 | 6 | 0 | -1
Cc1ccc(C(=O)NCCCNc2ccc(C(F)(F)F)cc2[N+](=O)[O-])cc1
→ 1 | -8 | -3 | -2 | -15 | -10 | 0 | 7
CCOC(=O)CNC(=O)CCCCCC(=O)NCC(=O)OCC
→ -8 | -7 | 0 | -2 | 6 | 4 | -13 | -1
CC(=O)c1cc(C)ccc1OC(=O)c1ccco1
→ 5 | -11 | x | 7 | 4 | 0 | 0 | -8
Cc1ccc(NC(=O)CSc2ccc(S(=O)(=O)N3CCCC3)cn2)cc1F
→ 4 | 13 | 4 | 13 | -4 | 10 | 2 | 4
O=C(CN1C(=O)c2ccc([N+](=O)[O-])cc2C1=O)NC1CCS(=O)(=O)C1 (centres undefined)
→ -5 | -7 | -9 | 1 | -12 | 3 | 10 | -3
CCOc1ccc2[nH]c(=O)c(CN(Cc3cccnc3)C(=O)Nc3ccccc3OC)cc2c1
→ -16 | -4 | -8 | 1 | -2 | 12 | 21 | 0
CCN1CCN(S(=O)(=O)c2ccc(Cl)c(C(=O)Nc3ccccc3N3CCCCC3)c2)CC1
→ 29 | 1 | 19 | -2 | 18 | 10 | 1 | 0
O=C1CCSc2cccc3cccc(c23)N1
→ -7 | 4 | 16 | -11 | -6 | 23 | 12 | -3
CCOC(=O)COc1cccc2c(=O)n(CC(=O)N3CCCCC3)ccc12
→ -7 | 3 | 3 | -4 | -1 | 12 | 0 | -14
COc1cc(/C=C2\SC(N)=NC2=O)cc(OC)c1
→ 10 | -6 | -4 | -3 | -8 | -9 | 5 | -8
COc1ccc2oc(=O)c(C(=O)NC3CCCCCC3)cc2c1
→ 9 | 6 | -4 | -24 | 11 | -40 | -32 | 6
CCOC(=O)c1ccc(NC(=O)CC2SCCNC2=O)cc1 (centres undefined)
→ 13 | -8 | -45 | -44 | -9 | -42 | -4 | -1
CC1CCN(C(=O)c2ccc(NC(=O)C3CCCO3)cc2)CC1 (centres undefined)
→ -2 | 5 | -4 | 1 | 1 | 2 | -2 | 2

Compound activity from PubChem BioAssay.
